High-throughput results as filed in PubChem BioAssay.
ARNT-TACC3 inh – ARNT/TACC3 interaction disruption | Q9Y6A5 | inhibition, % at 9.99 µM | actives 0.66% (n = 390,000) | AlphaScreen His-ARNT PAS-B/GST-TACC3 binding, luminescence; TACC3 fragment carries E629A point mutation;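 active = mean inhibition of replicates at least 50% and at least half of replicates each reaching 50%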;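 also: 0% = complete ARNT plus TACC3 wells and 100% = ARNT alone without TACC3; many hits fall short of the cut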
ERAP1 inh – inhibitors of human ERAP1 aminopeptidase | recombinant ERAP1, Leu-AMC fluorescence, 60 min | inhibition, % at 10.7 µM | actives 0.15% (n = 340,000) | AID 652197;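 active = mean replicate inhibition of at least 30%, or all replicates individually reaching that 30% level; inactive = mean below 30% and not every replicate reaching it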;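 also: 0% = neutral control wells and 100% = L-leucinethiol positive control wells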
RAD52 anneal inh – RAD52 (human) annealing inhibition; actives 0.46% (n = 360,000); recombinant RAD52 DNA annealing, FRET fluorescence; inhibition, % at 18.7 µM;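 active = every replicate showing at least 50% inhibition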
Target sequence (P43351 whole entry, looked up): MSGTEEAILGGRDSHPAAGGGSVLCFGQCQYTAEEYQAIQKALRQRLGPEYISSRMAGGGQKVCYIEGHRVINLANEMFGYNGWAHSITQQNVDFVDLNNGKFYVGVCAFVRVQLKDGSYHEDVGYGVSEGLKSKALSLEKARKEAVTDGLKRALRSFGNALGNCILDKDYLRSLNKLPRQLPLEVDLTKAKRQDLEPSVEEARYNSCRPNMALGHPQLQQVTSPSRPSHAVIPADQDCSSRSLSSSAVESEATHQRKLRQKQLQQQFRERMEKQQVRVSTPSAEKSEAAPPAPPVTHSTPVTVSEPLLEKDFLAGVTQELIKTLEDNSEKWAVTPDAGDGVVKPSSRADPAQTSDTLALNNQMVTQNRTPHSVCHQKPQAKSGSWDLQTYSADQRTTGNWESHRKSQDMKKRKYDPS
F508del corr – correctors of CFTR F508del function in bronchial epithelial cells. CFBE cells, YFP halide quenching; stimulated with forskolin plus potentiator P3; % fluorescence drop versus neutral controls. activity (quench increase), % at 7.58 µM. actives 0.36% (n = 350,000). AID 720511;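 active = mean added fluorescence quench of at least 8% versus neutral control, with both replicates also reaching 8%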;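 also: cells transiently co-express mutant CFTR-F508del with the halide-sensitive YFP; corrector assay measuring rescue of mutant channel to the surface after 24 h compound exposure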
INS-1E GSIS act – GLuc luminescence reporter in INS-1E cells, primary screen for activators of glucose-dependent secretion of insulin | INS-1E GLuc reporter insulin secretion, 2-3 h | activation, % at 16.6 µM | actives 0.61% (n = 370,000);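 active = lowest replicate activation of at least 40%, so every replicate reaches that level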;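 also: 0% = median of neutral control wells and 100% = median of IBMX positive control wells; some compounds called inactive have numbers as strong as hits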
esBAF inh – blocks esBAF chromatin remodeling in mouse ES cells. reporter increase, % at 12.5 µM. actives 2% (n = 350,000). Bmi1-luciferase knock-in reporter, 24 h; 100% = twice the neutral-well signal; in the data active = activation above about 40%;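 also: 0% = median of the plate's neutral control wells and 100% = double that signal; a rise in the Bmi1 reporter signal indicates esBAF inhibition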
Xi reactivation – activators of X-chromosome reactivation in mouse fibroblasts | XiGFP mouse fibroblasts, % GFP-positive cells imaging, 3 d; cells co-treated with 5-aza-dC sensitizer; scaled so ellipticine positive control = 100% | AID 743238 | actives 0.055% (n = 360,000) | activation, % at 7.58 µM;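 active = mean normalized replicate activation at least 10% and every replicate at or above 10%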;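 also: 0% = median of on-plate neutral control wells and 100% = ellipticine 6 µM median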
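System: XiGFP fibroblasts, SV40-immortalized. Medium: DMEM plus 5-aza-dC sensitizer. Doses: single point. Timing: 3 d treatment, 15 min room-temperature fixation. Control set: ellipticine 6 µM.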
RAD54 inh – blocks human RAD54 Holliday junction branch migration; Q92698; FAM/BHQ fluorescence; inhibition, % at 10.4 µM; actives 0.14% (n = 360,000); AID 602329;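 active = mean normalized replicate activity at least 40 and at least half of replicates scoring 40 or more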;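 also: 0% = median of neutral control wells and 100% = median of positive control wells; inhibitors cause a drop in the FAM fluorescence signal; in these data hits start at about 50%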
* hit, by the source's call; . = not tested or not shown. Outcome played no part in choosing rows; about 3.3% have a hit in one of these screens.

Below each SMILES – ARNT-TACC3 inh, ERAP1 inh, RAD52 anneal inh, F508del corr, INS-1E GSIS act, esBAF inh, Xi reactivation, RAD54 inh
> O=C(Nc1ccc(F)cc1F)C1CCCN1S(=O)(=O)c1ccc(-c2ccc(=O)[nH]n2)s1 (stereo not given)
 : 1, 3, -62, -1.4, -8, 4, 0.0, 5
> CC1(C(=O)Nc2ccc3c(c2)OCCO3)CN(S(C)(=O)=O)CC(=O)N1Cc1cccc(C(F)(F)F)c1 (stereo not given)
 : ., 0, 2, -1.0, -15, ., 0.1, .
> Clc1ccc(CNc2ccc3nnc(-c4ccccc4)n3n2)cc1
 : 6, -2, -7, -3.2, -11, 1, 0.2, -1
> CCCCNC(=O)C[C@@H]1C[C@@]2(C(=O)OC)CC(C)(C)CC=C2N(CCc2ccc(OC)c(OC)c2)C1=O
 : ., -4, -3, -2.6, ., ., 0.3, .
> CCCCNC(=O)Nc1nnc(C(C)(C)C)s1
 : -6, -7, -7, -0.5, ., 16, 0.0, -6
> COc1ccccc1NC(=O)CSc1nnc(NC(=O)C2CCC2)s1
 : -2, 0, -4, 0.7, -9, -2, 0.4, 7
> S=C(Nc1cccc(Cl)c1)Nc1ccc2cn[nH]c2c1
 : ., ., ., 4.6, 28, ., 0.1, -5
> Cc1cccc2c1N(C)C(=O)C2=O
 : -10, -1, -14, 4.1, -9, -4, 0.0, .
> COc1ccccc1-n1ccn(CC(=O)Nc2ccc(C)cc2Cl)c(=O)c1=O
 : ., 3, -8, -1.7, -1, 2, 0.0, -11
> Cc1nnc(SCc2ccc(Cl)cc2)nc1/C=C/N(C)C
 : 1, -2, -11, 0.1, -5, ., 0.0, .
> Cc1cccc(N2CC(O)(c3cccs3)[N+]3=C2CCCCC3)c1 (stereo not given)
 : -8, 6, -15, 0.1, 25, ., 0.2, .
> Cc1cc(C(=O)Nc2cccc3c2O[C@H](CN(C)S(=O)(=O)c2c(C)noc2C)[C@H](C)CN([C@@H](C)CO)C3=O)n(C)n1
 : -1, 0, -11, 1.5, 19, -1, 0.0, -2
> O=C(COC(=O)Cn1cc(C(F)(F)F)ccc1=O)Nc1ccc(Br)cc1F
 : 1, -4, -2, 0.3, -34, ., -0.1, 3
> CC(=O)C1=C(C)NC(=O)NC1c1cc(Br)ccc1OCC(N)=O (stereo not given)
 : 3, ., ., ., 2, -5, ., 1
> Cc1cccc(NC(=S)NC2CCN(Cc3ccccc3)CC2)c1C
 : -1, 11, -3, ., 5, ., 0.3, .
> Cn1c(CNC(=O)c2ccco2)nnc1SCC(=O)N1CCN(c2ccccc2)CC1
 : -2, 0, -12, 1.2, 17, -3, 0.0, -2
> CCCN1C[C@H](C)[C@H](OC)CN(C)C(=O)c2cc(NC(=O)C3CC3)ccc2OC[C@@H]1C
 : -5, 1, 4, 1.3, 8, 0, -0.3, 9
> COc1ccccc1C#Cc1ccc2c(c1)O[C@@H](CN(C)C)[C@@H](C)CN([C@H](C)CO)S2(=O)=O
 : ., ., ., -1.9, 11, 1, -0.9, .
> C[C@H]1CN([C@@H](C)CO)C(=O)c2cc(/C=C/c3ccccc3)cnc2O[C@@H]1CN(C)Cc1ccccc1F
 : 2, 0, -12, 0.3, -19, 1, 0.1, -17
> O=S(=O)(NCc1ccccn1)c1ccccc1
 : 3, 0, 3, ., 6, 1, ., -14
> Cc1cccc(-c2n[nH]c(=S)n2/N=C/c2ccc(C)s2)c1
 : -2, ., ., ., 6, ., 0.0, -11
> Cc1cccc(C)c1NC(=O)C(c1cc2ccccc2o1)N1CCN(C)CC1 (stereo not given)
 : ., -2, 0, 0.1, 19, ., 0.5, .
> CO[C@H]1CN(C)C(=O)c2cc(NC(=O)c3ccc(F)cc3)ccc2OC[C@H](C)N(C(=O)CC2CC2)C[C@H]1C
 : ., ., ., -1.7, -3, 4, 0.2, .
> CCn1c(/C=C/c2cc(Br)ccc2O)nc2ccccc2c1=O
 : -3, -2, -2, -4.6, 8, 12, 0.0, -5
> CCN(CC(=O)N1CCCC1)S(=O)(=O)c1ccc(F)cc1
 : -3, -3, -28, 1.8, 1, -5, 0.0, 6
> Cc1ccc(CNc2ccc(N3CCOCC3)c(Cl)c2)cc1
 : 6, -2, -8, -1.4, 7, 13, 0.0, 8
> CC(NC(=O)Nc1ccc([N+](=O)[O-])cc1)C(c1ccccc1)N1CCOCC1 (stereo not given)
 : 8, 2, -17, -1.8, -11, ., 0.0, .
> CC1=Nc2ccc3ccccc3c2C1(C)C
 : -2, -2, -26, -0.4, 1, ., 0.5, .
> CCNC(=O)Nc1ccc2c(c1)C(=O)N(C)[C@H]1CC[C@@H](CC(=O)NCc3ccc(F)cc3)O[C@@H]1CO2
 : -8, 1, -2, -0.7, 3, -1, 0.1, 12
> CCN(CC)CCCNC(=O)c1cc2nc(-c3ccccc3)cc(C(F)(F)F)n2n1
 : -3, -2, 9, 2.8, 10, -5, 0.0, 11
> CC(=O)NCCC(=O)Nc1cc(S(=O)(=O)N2CCOCC2)ccc1N1CCOCC1
 : 1, 1, -22, -2.5, 14, ., 0.3, .
> NC(=O)[C@H]1CC2(CC(c3cccc(NC(=O)[C@H]4CCC(=O)N4)c3)=NO2)CN1C(=O)c1ccccc1C(=O)c1ccccc1 (stereo not given in full)
 : -3, ., ., -2.4, 4, 1, 0.2, -12
> CCOc1ccc(NC(=O)CN2C(=O)/C(=C3\SC(=S)N(C4CCS(=O)(=O)C4)C3=O)c3ccccc32)cc1 (stereo not given)
 : 0, 5, -10, 1.2, 7, -1, 0.0, -10
> CCCCCC(=O)NCc1c(C(F)(F)F)nn(C)c1N1CCOCC1
 : -2, -3, -17, -2.9, -11, 9, 0.1, -6
> CCCNC(=O)C1(C)CCN(C(=O)c2ccc3snnc3c2)C1 (stereo not given)
 : ., 1, -4, 0.9, 0, 3, 0.3, 10
> COc1cc(Br)cc(/C=C/c2ccc3cccc(O)c3n2)c1OC
 : -19, -2, -86, 1.4, 15, 9, 0.0, -7
> N#Cc1cccc(-c2ccc(C3[C@H]4CNC[C@@H]3N4S(=O)(=O)c3ccccc3F)cc2)c1 (stereo not given in full)
 : ., -2, 32, 2.3, -3, ., 0.1, .
> CCc1nnc(NC(=O)C2CCC(CNc3c(N4CCCCC4)c(=O)c3=O)CC2)s1 (stereo not given)
 : -4, -2, -18, -0.8, 10, ., -0.3, -5
> COc1ccc(S(=O)(=O)N(C)C[C@@H]2OCCCC[C@@H](C)Oc3ccc(NC(=O)Cc4ccccc4)cc3C(=O)N([C@H](C)CO)C[C@@H]2C)cc1
 : -5, -3, -10, 1.9, -11, 0, 0.2, -2
> Cc1cccc2c3c([nH]c12)CCN(C)C3
 : 16, -8, -14, 3.7, -2, 2, 0.0, 17
> COc1ccc(NC(=O)CN(C)C(C)C(=O)NC(=O)NC2CCCCC2)cc1 (stereo not given)
 : 8, 0, -8, -1.3, -7, -7, 0.0, 9
> O=C(C[C@@H]1CC[C@@H]2NC[C@H](O)COC[C@H]2O1)NCCc1ccncc1
 : -4, -3, -4, 0.0, -4, -2, 0.0, 7
> O=C(Nc1nnc(-c2ccc3c(c2)CCCC3)o1)C1COc2ccccc2O1 (stereo not given)
 : 13, ., -82, 3.6, 7, 11, 0.1, 3
> COc1ccc(Cc2nc3ccc(C(=O)N4CCOCC4)cc3o2)cc1
 : -15, 0, -12, 0.4, 13, 78*, 0.1, -1
> CCCCNC(=S)N/N=C/C1=CCC2CC1C2(C)C (stereo not given)
 : 6, ., ., ., -14, ., -0.1, -4
> COC(=O)Cc1[nH]n(-c2nc3ccccc3s2)c(=O)c1C(C)=Nc1ccc(Cl)cc1
 : 3, -2, -35, 1.0, ., ., 0.1, .
> CC(C)NC(=O)Nc1ccc2c(c1)C(=O)N([C@@H](C)CO)C[C@@H](C)[C@@H](CN(C)C(=O)NC1CCCCC1)OCCCC[C@H](C)O2
 : -14, 0, -3, 0.3, -1, ., 0.1, 8
> O=C(CSc1nnc2ccccn12)NNC(=O)c1ccc(Cl)cc1
 : -5, 0, 0, 1.1, -2, -2, 0.0, -3
> Cc1ccc(NC(=O)CC(NCC2CCCO2)C(=O)O)cc1C (stereo not given)
 : 7, 8, -5, ., 6, 8, 0.0, 11
> COc1cc(CNC(C)c2ccccc2)cc(Br)c1OCc1ccc(F)cc1 (stereo not given)
 : 25, 0, 54*, 1.0, -22, -2, 0.3, -5
> C[C@H](CO)N1C[C@H](C)[C@@H](CN(C)C(=O)Nc2ccc(C(F)(F)F)cc2)OCCCC[C@H](C)Oc2ccc(NS(=O)(=O)c3ccc(Cl)cc3)cc2C1=O
 : -6, -1, -30, 0.8, 3, 5, -0.2, 2
> N#Cc1ccc(C(=O)N2CCC3CC2c2cc(-c4ccc(F)cc4)ccc23)cc1 (stereo not given)
 : -3, ., -9, -2.8, -13, 2, 0.0, -15
> CN(C)/C=N/c1ncc(C(=O)OC(C)(C)C)s1
 : -7, -1, -1, 1.5, 14, ., 0.2, .
> COc1ccccc1C(=O)NCCC(=O)N1CCN(C(=O)c2ccco2)CC1
 : -4, 3, 9, 0.5, -6, -3, -0.2, -10
> O=C1NC[C@@H](Cc2cccc3ccccc23)N(CCCCC2CCCCC2)C1=O
 : -13, 0, 0, -1.7, -32, 8, 0.0, 3
> CN(C)S(=O)(=O)c1ccc(C(=O)Nc2ccccc2OC(F)(F)C(F)F)cc1
 : 2, -2, -12, -0.9, 10, -6, ., 1
> CCCCOc1c(Br)cc(CNCCCN2CCOCC2)cc1OC
 : 2, -1, 10, -1.3, 8, -8, 0.0, -8
> CCN(CC(=O)Nc1c(F)cccc1F)C(=O)c1cnccn1
 : 1, 2, -9, 0.1, -5, ., 0.0, -7
> COC(=O)C[C@@H]1CC[C@@H]2[C@H](COc3ccc(NC(=O)Nc4ccc(C)cc4)cc3C(=O)N2C)O1
 : -5, -1, -14, -1.7, -2, 16, 0.2, 5
> COc1cc(N/N=C/c2ccc(N(C)C)cc2)ncn1
 : -1, -1, -3, -5.5, -6, -56, 0.1, 12
> COc1cc(NC(=S)NC(C)(C)C)c(OC)cc1Cl
 : 2, 0, -6, 2.8, -2, ., -0.1, .
> Cc1ccc(S(=O)(=O)NC(=O)c2cc(C)n(-c3ccccc3)c2C)cc1
 : -3, 10, -4, -0.4, 5, ., 0.3, 8

An excerpt from above in order of number of heavy atoms, falling.
Below each SMILES – ARNT-TACC3 inh, ERAP1 inh, RAD52 anneal inh, F508del corr, INS-1E GSIS act, esBAF inh, Xi reactivation, RAD54 inh
> Cc1cc(C(=O)Nc2cccc3c2O[C@H](CN(C)S(=O)(=O)c2c(C)noc2C)[C@H](C)CN([C@@H](C)CO)C3=O)n(C)n1
 : -1, 0, -11, 1.5, 19, -1, 0.0, -2
> CCCCNC(=O)C[C@@H]1C[C@@]2(C(=O)OC)CC(C)(C)CC=C2N(CCc2ccc(OC)c(OC)c2)C1=O
 : ., -4, -3, -2.6, ., ., 0.3, .
> O=C(Nc1ccc(F)cc1F)C1CCCN1S(=O)(=O)c1ccc(-c2ccc(=O)[nH]n2)s1 (stereo not given)
 : 1, 3, -62, -1.4, -8, 4, 0.0, 5
> O=C1NC[C@@H](Cc2cccc3ccccc23)N(CCCCC2CCCCC2)C1=O
 : -13, 0, 0, -1.7, -32, 8, 0.0, 3
> COc1ccc(NC(=O)CN(C)C(C)C(=O)NC(=O)NC2CCCCC2)cc1 (stereo not given)
 : 8, 0, -8, -1.3, -7, -7, 0.0, 9
> O=C(C[C@@H]1CC[C@@H]2NC[C@H](O)COC[C@H]2O1)NCCc1ccncc1
 : -4, -3, -4, 0.0, -4, -2, 0.0, 7
> COc1cc(Br)cc(/C=C/c2ccc3cccc(O)c3n2)c1OC
 : -19, -2, -86, 1.4, 15, 9, 0.0, -7
> CCN(CC(=O)N1CCCC1)S(=O)(=O)c1ccc(F)cc1
 : -3, -3, -28, 1.8, 1, -5, 0.0, 6
> S=C(Nc1cccc(Cl)c1)Nc1ccc2cn[nH]c2c1
 : ., ., ., 4.6, 28, ., 0.1, -5
